# TexasRed fluor: Total Fluorescence Counterscreen for Inhibitors of the Interaction of Thyroid Hormone Receptor and Steroid Receptor Coregulator 2. TRb/SRC2 Texas Red total fluorescence interference. 280,000 tested, 0.29% active. AID 1479, 2009. Potency, µM (top dose mostly 106 µM), for the others: at the highest dose fluorescence change, negative = quenching; active = well fitted curve in either direction with a large enough effect; inconclusive = small, poorly fitted or top-dose-only effect; also: % is scaled to controls: 0 for no effect and ±100 for the full control effect
#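 Flags fluorescent or light-absorbing compounds by total fluorescence, S + 2P, at 555 nm excitation and 632 nm emission. Mixture: 20 nM Texas Red SRC2 peptide, 0.6 uM human TRb LBD, 1 uM T3, 5% DMSO; compound exposure 5 h at ambient temperature.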
# SMN2 splice enh: qHTS Assay for Enhancers of SMN2 Splice Variant Expression. HEK293 SMN2-luciferase splicing reporter, luminescence, 30-36 h. Potency, µM (top dose mostly 46.1 µM), without a hit: at the highest dose activity change, positive = activation, most hits filed as activators. 210,000 tested, 2.8% active. AID 1458, 2008; also: % of control where 0% means no effect; nearly all actives have a fitted effect of over 55% in size
#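 HEK293 cells carry an SMN2 […]–luciferase reporter in which exon 7 inclusion puts luciferase in frame. Cells were plated 10-12 h before compound addition, then incubated 30-36 h at 37C. ONE-Glo luminescence was read; sodium butyrate at 4.5 mM final served as control.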
# Lamin A splicing: qHTS Assay for Modulators of Lamin A Splicing | AID 1487, 2009 | Potency, µM (top dose mostly 46.1 µM), for inactives: top-dose ratio change, negative = inhibition, actives largely listed as inhibitors | HeLa LMNA splicing GFP/RFP minigene ratio, 48 h | 200,000 tested, 0.01% active; active = well fitted inhibition curve with a large enough effect in the signal ratio, with a control signal flat, not every such curve was filed as active; inconclusive = small, poorly fitted or top-dose-only effect, or effect the other way, or a change in a side signal; the % refers to the signal ratio; also: % is scaled to controls: 0 for no effect and ±100 for the full control effect
#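 S3 HeLa cells stably expressing lamin A-EGFP splicing minigene plus DsRed2, 600 cells/well, 48 h compound exposure at 37C. Laser-scanning cytometry; analysed as GFP (500-530 nm)/RFP (575-640 nm) total intensity ratio; 0.5% DMSO vehicle.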
# JMJD2E inh: qHTS Assay for Inhibitors of Human Jumonji Domain Containing 2E (JMJD2E) | Lysine-specific demethylase 4E (Homo sapiens), B2RXH2 | JMJD2E catalytic domain, FDH-coupled NADH fluorescence (FDH is formaldehyde dehydrogenase) | Potency, µM (highest dose often 57.1 µM), without a hit: at the top dose activity change, negative = inhibition, usual class: inhibitors | 230,000 tested, 1.6% active; active = well fitted inhibition curve with a large enough effect, not every such curve was filed as active; inconclusive = small, poorly fitted or top-dose-only effect, or another doubt; inactive = no such curve, though single readings can be large or run the other way;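 also: 0% = wells with enzyme and -100% = buffer wells without enzyme; nearly all actives have a fitted effect of over 50% in size; many of its hits are not listed in these tables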
# Target sequence (B2RXH2 1-337 limits assumed): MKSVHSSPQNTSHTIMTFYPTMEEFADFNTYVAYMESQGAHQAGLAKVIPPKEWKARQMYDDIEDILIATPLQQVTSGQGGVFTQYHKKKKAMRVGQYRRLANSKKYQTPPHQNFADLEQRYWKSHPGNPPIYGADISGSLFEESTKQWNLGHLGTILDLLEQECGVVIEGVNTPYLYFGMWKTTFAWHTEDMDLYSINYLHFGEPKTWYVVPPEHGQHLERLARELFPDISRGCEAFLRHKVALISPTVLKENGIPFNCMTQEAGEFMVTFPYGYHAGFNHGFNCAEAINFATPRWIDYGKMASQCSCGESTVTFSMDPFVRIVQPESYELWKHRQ
# TRb SRC2 PPI: qHTS for Inhibitors of the Interaction of Thyroid Hormone Receptor and Steroid Receptor Coregulator 2; Thyroid hormone receptor beta (Homo sapiens), P10828; TRbeta-SRC2 peptide binding, fluorescence polarization; receptor liganded with 1 µM T3; Potency, µM (highest dose often 106 µM), for inactives: top-dose activity change, negative = inhibition, hits mostly inhibitors; 280,000 tested, 0.065% active; AID 1469, 2008;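 also: plate controls were bound peptide for no effect and peptide without receptor for full effect; nearly all actives have a fitted effect of over 50% in size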
#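 Compounds were added to 0.6 uM TRb ligand-binding domain and 20 nM Texas Red-labeled SRC2 peptide in Tris buffer containing 1 uM T3, incubated 5 hr at ambient temperature, then read by fluorescence polarization.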
# ALDH1A1 inh: qHTS Assay for Inhibitors of Aldehyde Dehydrogenase 1 (ALDH1A1) | AID 1030, 2008 | 220,000 tested, 7.3% active | Potency, µM (highest dose often 75.3 µM), without a hit: top-dose activity, negative = inhibition, hits mostly inhibitors | Purified ALDH1A1, NADH fluorescence, propionaldehyde substrate | Aldehyde dehydrogenase 1A1 (Homo sapiens), P00352; active = well fitted inhibition curve with a large enough effect, not every such curve was filed as active; inconclusive = small, poorly fitted or top-dose-only effect, or another doubt; inactive = no such curve, though single readings can be large or run the other way;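 also: plate controls were no enzyme wells and a reference inhibitor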
# RECQ1 inh: qHTS Assay for Inhibitors of RecQ-Like Dna Helicase 1 (RECQ1) | ATP-dependent DNA helicase Q1 (Homo sapiens), P46063 | 240,000 tested, 0.54% active | Potency, µM (highest dose often 57.3 µM), without a hit: at the top dose activity, negative = inhibition, actives largely listed as inhibitors | RECQ1 DNA unwinding, red fluorescence kinetic read;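 also: plate controls were vehicle for no effect and no enzyme for full effect; nearly all actives have a fitted effect of over 30% in size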
# Target sequence (P46063 whole entry, looked up): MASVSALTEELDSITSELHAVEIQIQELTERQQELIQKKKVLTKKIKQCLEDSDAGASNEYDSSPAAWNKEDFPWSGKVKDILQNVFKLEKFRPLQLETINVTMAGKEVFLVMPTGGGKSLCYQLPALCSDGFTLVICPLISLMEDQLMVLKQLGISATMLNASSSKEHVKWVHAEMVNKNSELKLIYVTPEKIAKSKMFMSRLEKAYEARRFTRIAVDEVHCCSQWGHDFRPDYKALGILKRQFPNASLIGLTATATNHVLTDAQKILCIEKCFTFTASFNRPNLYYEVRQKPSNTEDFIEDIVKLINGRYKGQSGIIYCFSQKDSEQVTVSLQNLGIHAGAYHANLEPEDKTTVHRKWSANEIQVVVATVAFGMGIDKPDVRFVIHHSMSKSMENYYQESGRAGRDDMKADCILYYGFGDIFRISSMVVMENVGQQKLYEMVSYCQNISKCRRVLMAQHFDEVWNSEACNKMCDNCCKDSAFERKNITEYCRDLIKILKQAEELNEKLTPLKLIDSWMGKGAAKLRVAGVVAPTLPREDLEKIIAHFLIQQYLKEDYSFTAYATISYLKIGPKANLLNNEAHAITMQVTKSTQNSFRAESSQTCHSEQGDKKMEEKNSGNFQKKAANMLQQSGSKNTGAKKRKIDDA
#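 RECQ1T1 50 nM; forked duplex (20 bp + 30-nt ss tails) 200 nM, ATP 2 mM final; pH 8.0, 2 mM MgCl2, 2.5 ug/ml poly(dI-dC); 15 min compound preincubation; discontinuous kinetic read over 2 h at RT.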
# RGS12 GoLoco inh: qHTS Assay for Inhibitors of RGS12 GoLoco Motif Activity (Red Fluorophore). Potency, µM (doses to about 61.6 µM), inactives show at the highest dose activity, negative = inhibition, most hits filed as inhibitors. AID 880, 2007. Guanine nucleotide-binding protein G(i) subunit alpha-1 (Homo sapiens), P63096. Gai1:RGS12 GoLoco peptide FP, rhodamine, 10 min. 230,000 tested, 0.44% active; active = well fitted inhibition curve with a large enough effect, not every such curve was filed as active; inactive = no such curve, though single readings can be large or run the other way; also: % is scaled to controls: 0 for no effect and ±100 for the full control effect; nearly all actives have a fitted effect of over 30% in size; many of its hits are not listed in these tables
# The depositor's hits bear a star; i = inactive; ? = inconclusive; nt = no result given; & = joins results of further samples; [ ] = dose if it differs, or a comment. Unless noted, calls follow the shape of the dose curve; as a rule, active = well fitted curve in the direction sought with a large enough effect; inconclusive = small, poorly fitted or top-dose-only effect, or another doubt; inactive = no such curve, though single readings can be large; an effect the other way counts as inactive or inconclusive. Potency is read from the fitted curve at half-maximal effect. Some of the compounds tested. The share of hits here may be higher or lower than overall.
# Each structure is followed by: TexasRed fluor, SMN2 splice enh, Lamin A splicing, JMJD2E inh, TRb SRC2 PPI, ALDH1A1 inh, RECQ1 inh, RGS12 GoLoco inh
O=C(CN(Cc1cccs1)C(=O)CSc1nnc(COc2ccccc2)o1)NC1CCCCC1
 : -1.6%, -16.2%, -13.9%, -3.2%, -0.3%, -8.6%, -6.2%, -3.0%
COc1ccc(-c2ncc(CN3CCC(CO)(Cc4cccc(OC)c4)CC3)cn2)cc1
 : -3.6%, nt, nt, ?, -5.4%, -6.9%, i, 19.4%
CCC(=O)Nc1nc(=S)ss1
 : 0.5%, nt, 24.8%, ?, 6.8%, 2µM*, -2.8%, -11.7%
O=C(NCCCN1CCN(Cc2ccccc2)CC1)c1nnc(Cc2c(F)cccc2Cl)o1
 : -1.2%, -6.5%, 3.8%, -1.1%, 1.9%, -7.1%, 7.0%, -4.3%
COC(=O)C1=CNC=C(C(=O)OC)C1c1ccc(Cl)cc1
 : 0.3%, 1.1%, -9.1%, ?, 5.8%, ?, -4.0%, 44.0%[activator]
CCC(C)Cn1c(S(=O)(=O)O)nc2ccccc21 (configuration not stated)
 : -2.2%, -4.7%, -8.5%, 2.6%, -3.0%, ?, 1.7%, -12.6%
CCOC(=O)c1ccc(N2C(=O)c3n[nH]c(C)c3C2c2ccc(OC)cc2OC)cc1 (configuration not stated)
 : -2.9%, -2.1%, -13.0%, ?, -8.7%, -5.4%, -6.5%, 6.7%
CC(OC(=O)CN(C)S(=O)(=O)c1ccc(Cl)cc1)C(=O)Nc1ncc(Cl)cc1Cl (configuration not stated)
 : -5.0%, nt, 1.5%, 3.0%, 5.2%, 5.4%, i, nt
CCc1cccc(CC)c1NC(=O)COC(=O)CC1c2ccccc2CCN1S(=O)(=O)c1ccccc1 (configuration not stated)
 : -8.7%, -13.6%, -1.7%, -4.9%, 4.4%, 14.2%, -7.2%, 1.9%
Cc1cc2ncc(C(N)=O)cn2n1
 : 0.9%, -5.3%, ?, -8.7%, -5.8%, 9.3%, i, 9.0%
CS(=O)(=O)N1CCN(c2ccnc3cc(Cl)ccc23)CC1
 : -2.6%, 14.9%, 3.2%[46 µM], -16.8%, -3.6%, 6.9%, i, -1.6%
Cc1cc(SCC(=O)OCC(=O)c2c(N)n(C)c(=O)n(C)c2=O)c(C)cc1Br
 : -1.9%, 10.7%, nt, -1.9%, 3.1%, -10.1%, i, -8.0%
Cc1ccccc1NC(=S)NC1(C)CCS(=O)(=O)C1 (configuration not stated)
 : -1.5%, 7.0%, ?, 6.2%, -6.5%, -9.4%, 4.6%, -1.9%
Cc1cc(NC(=O)CN2C(=O)NC(C)(CCc3ccccc3)C2=O)no1 (configuration not stated)
 : -4.4%, 2.6%, nt, -6.7%, -1.6%, 0.5%, 1.2%, 1.1%
CO/N=C1\CN(c2nc3c(cc2F)c(=O)c(C(=O)O)cn3C2CC2)CC1CN (configuration not stated)
 : -1.6%, -14.4%, ?, ?, 4.0%, -8.3%, i, -3.3%
CC(=O)NC(CCCCNC(=S)NC1CCCCC1)C(=O)O (configuration not stated)
 : -0.4%, -10.2%, 6.0%[46 µM], -12.6%, 4.4%, 2.7%, -17.3%, -4.9%
CCOc1ccc(/C=N/NC(=O)c2[nH]ncc2Br)c(O)c1
 : -4.7%, 3.55µM*, ?, ?, 0.4%, 10.6%, i, 8.5%
CC1CCc2cc(F)ccc2N1C(=O)CSc1nnc2c(n1)[nH]c1ccccc12 (configuration not stated)
 : -5.9%, -53.3%[inhibitor], ?, 4.1%, -3.1%, -9.4%, 5.4%, 2.0%
CC(=O)c1ccc(NS(=O)(=O)c2ccc(N/C=C/C(=O)c3ccc(F)cc3)cc2)cc1
 : -2.0%, nt, nt, ?, -11.0%, nt, i, -1.0%
O=C(O)c1ccc(/C=N/NC(=O)c2cc(-c3ccc4c5c(cccc35)CC4)n[nH]2)cc1
 : -1.7%, 4.1%, ?, 1.3%, 3.3%, -10.9%, -13.5%, 14.8%
CCOC(=O)c1cnn(Cc2ccc(C)cc2)c1N
 : 0.3%, -11.7%, ?, 1.4%, -9.1%, 4.3%, -1.9%, -0.2%
CC(C)(C)C(O)(CC#CCN1CCCC1)c1ccccc1 (configuration not stated)
 : -0.6%, nt, 9.9%[46 µM], -15.7%, 0.9%, -4.7%, -4.3%, 6.5%
COc1cc(OC)nc(Oc2ccccc2C(=O)Oc2ccc(Cl)cc2)n1
 : 2.2%, 19.7%, -2.5%, 5.5%, 1.9%, 4.8%, -0.2%, 2.2%
O=S(=O)(c1ccc(OCC(O)CN2CCC(Cc3ccccc3)CC2)cc1)N1CCOCC1 (configuration not stated)
 : -1.7%, -23.8%, -2.6%, -4.5%, -15.3%, 8.0%, -0.7%, 6.5%
COc1ccc(Cl)cc1N1CC(c2nc3ccccc3[nH]2)CC1=O (configuration not stated)
 : -1.6%, -10.7%, -7.1%, -0.4%, 1.9%, -0.5%, 0.3%, 9.8%
Cn1c(N)c(C(=O)CSc2nnnn2-c2ccccc2)c(=O)n(C)c1=O
 : 0.9%, nt, nt, 2.6%, -0.6%, nt, -8.5%, 13.5%
CCOC(=O)c1ccc(N2CCN(c3ccccc3F)CC2)c(NC(=O)Nc2cccc(OC)c2)c1
 : -2.6%, -45.2%[inhibitor], -29.0%, ?, -6.5%, ?, -7.2%, -3.6%
COC(=O)C(CCSC)NC(=O)c1cc2c(n(-c3ccccc3)c1=O)CC(C)(C)CC2=O (configuration not stated)
 : 8.0%&-0.4%, -3.7%&-4.3%, 1.5%, ?, -7.4%&-8.1%, 28.2µM*, -9.0%, 2.9%
COc1ccccc1-n1c(SCC(=O)Nc2cc(C)on2)nc2c(c1=O)SCC2
 : -3.1%, 15.8%, nt, -7.9%, 2.9%, -9.8%, 9.4%, 8.8%
COc1cccc(CN2CCN(CCc3ccccc3)C(CCO)C2)c1OC (configuration not stated)
 : -2.0%[53 µM], nt, ?, 1.7%, 1.2%[53 µM], 9.4%, i, 9.6%
CC(C)OCCCNC(=O)c1ccncc1
 : -6.8%, -9.5%, -4.3%, 5.5%, -6.6%, 3.4%, -8.7%, -24.0%
Cc1ccc(C(=O)N/C(=C\c2cccs2)C(=O)NCCc2ccccn2)cc1C
 : -1.8%, 21.5%, nt, -6.0%, -1.4%, ?, -1.6%, -3.2%
O=C(COC(=O)c1ccc(Cl)cc1O)Nc1cccnc1Cl
 : 0.4%, nt, -22.0%, 3.5%, -1.0%, ?, -0.3%, nt
Fc1cccc(/C=N/N=C/c2cccc(F)c2)c1
 : 1.8%&-0.9%, 12.9%&4.6%, -15.6%, -2.3%&5.7%, 6.8%&-3.7%, 6.5%&7.1%, -12.5%, 10.2%&0.8%
CC/C(=N\O)c1c(O)c2c(n(-c3ccccc3)c1=O)CCCC2
 : -0.9%, 1.7%, 4.1%, 2.3%, -3.4%, 0.5%, 2.4%, 5.0%
Clc1ccc(OCCCc2nc(-c3ccncc3)no2)c(Cl)c1
 : 0.3%, -26.4%, 13.9%, -2.9%, -10.6%, -3.8%, 16.9%, 20.4%
Cc1cc(C)c(S(=O)(=O)Nc2ccc3[nH]c(=O)[nH]c3c2)c(C)c1
 : -2.6%, -33.7%[inhibitor], -1.1%[46 µM], 8.0%, 5.7%, 4.3%, 0.2%, 0.9%
O=C(O/N=C(\c1ccccc1)c1ccccn1)c1cccc2ccccc12
 : -6.3%, 25.1%, 14.0%, 6.6%, 5.0%, ?, -3.0%, 0.9%
COc1ccc(Br)cc1C1CC(=O)N2CN(Cc3ccccc3)CSC2=C1C#N (configuration not stated)
 : -1.7%, -30.2%[inhibitor], -3.4%, -19.5%, 8.3%, 0.112µM*, -3.5%, -1.9%
Cc1ccc(NC(CNS(=O)(=O)c2ccc(Cl)cc2)c2ccccc2)cc1 (configuration not stated)
 : -0.2%&-0.4%, 17.8%, ?, -7.2%, -2.0%&5.5%, 7.1%, -1.2%, 0.1%
COc1cccc(C(=O)c2c(C)c(CCC#N)n3ccccc23)c1
 : -2.1%, -1.5%, -12.5%[46 µM], -9.1%, -6.7%, ?, -0.1%, 12.9%
O=C(O)c1ccc(/C=N/NC(=O)c2ccc(F)cc2)cc1
 : -4.6%, nt, nt, -20.1%, -5.4%, nt, i, 11.4%
Cc1ccc(NC(=O)C(c2ccc(Cl)cc2)N2CCCCC2)cc1 (configuration not stated)
 : -2.2%, -17.4%, ?, 2.4%, 4.0%, 9.3%, i, 4.1%
CCOC(=O)c1cc(-c2ccccc2)n(CC(=O)NC(C)(C)C)c1C
 : -2.4%, -5.7%, nt, 2.4%, 7.5%, ?, i, 12.2%
CCCCN(CC)C(=O)c1ccc(-c2ccccc2)cc1
 : -1.8%, -1.2%, -2.7%, -8.3%, -6.5%, -2.6%, -6.3%, 11.3%
Cn1c(=O)c2cc3c(nc2n(C)c1=O)CC(c1ccccc1)CC3=O (configuration not stated)
 : 0.4%, nt, nt, -18.6%, -2.6%, 14.1µM*, 11.9%, -1.4%
O=C(Nc1ncc2c(n1)-c1ccccc1OC2)c1ccccc1Cl
 : 0.7%, -15.3%, -4.2%, ?, 3.4%, ?, -11.2%, 6.4%
O=C(NCCc1c[nH]c2ccccc12)c1ccc([N+](=O)[O-])cc1
 : -0.4%, ?, -16.1%, 0.1%, 2.2%, -4.3%, -7.5%, -1.9%

# Screening data deposited in PubChem BioAssay by National Center for Advancing Translational Sciences (NCATS).
